Compound activity from PubChem.
H9c2 protect = myocardial damage modulation in H9c2 cells | H9c2 cardiomyocytes, H2O2 injury protection, ATPLite, 2 h | 0.63% of 360,000 active | protection from H2O2 cell death, % at 20 µM;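 active = compounds giving at least 50% protection of heart cells from peroxide-induced death in the single-dose screen, raw or plate-pattern-corrected value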;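 also: 0% = DMSO wells with peroxide and 100% = DMSO wells without peroxide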
m5-HT2A agonist = mouse HTR2A agonism via beta-arrestin recruitment; AID 624169; activation, % at 7.6 µM; CHO-K1 mHTR2A beta-arrestin complementation, luminescence; percent of 30 µM serotonin response; P35363; 0.66% of 360,000 active;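 active = activation above a run cutoff, the mean activation of all tested compounds plus 3 SD, cut at about 14% in these data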;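 also: 0% = plate median of compound wells and 100% = 30 µM serotonin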
Target sequence (P35363 whole entry, looked up): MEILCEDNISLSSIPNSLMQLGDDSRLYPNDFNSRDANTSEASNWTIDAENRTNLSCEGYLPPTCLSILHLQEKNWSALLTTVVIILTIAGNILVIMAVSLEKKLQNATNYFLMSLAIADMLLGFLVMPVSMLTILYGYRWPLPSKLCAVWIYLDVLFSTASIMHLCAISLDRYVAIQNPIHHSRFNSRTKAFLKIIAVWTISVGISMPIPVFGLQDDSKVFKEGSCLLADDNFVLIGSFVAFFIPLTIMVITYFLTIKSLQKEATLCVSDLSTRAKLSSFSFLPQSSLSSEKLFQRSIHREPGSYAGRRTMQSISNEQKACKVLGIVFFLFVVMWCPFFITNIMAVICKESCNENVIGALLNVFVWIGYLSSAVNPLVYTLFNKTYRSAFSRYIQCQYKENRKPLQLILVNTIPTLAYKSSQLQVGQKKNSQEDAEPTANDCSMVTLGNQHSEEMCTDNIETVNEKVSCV
ABCB6 inh 2 = human ABCB6 transporter inhibition | Q9NP58 | AID 602162 | 0.19% of 360,000 active | fluorescence ratio to DMSO, % at 10 µM | K562-ABCB6 porphyrin accumulation, flow cytometry, 1 h; stronger effect = lower value;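 active = fluorescence ratio to DMSO below 75%, the collection mean minus 3 SD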;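 also: signal is porphyrin accumulated inside mitochondria; 100% equals median channel fluorescence of DMSO control wells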
N-glyco inh = N-linked glycosylation inhibition; D54 ERlucT glycosylation luciferase reporter, 24 h; percent of 100 nM tunicamycin response; reporter increase, % at 12.5 µM; 0.23% of 360,000 active;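 active = mean luciferase reporter signal, scaled so untreated is 0 and the glycosylation-blocking control 100, at or above a set limit in every replicate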;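 also: luciferase carries N-glycosylation sites so blocking glycosylation raises the light; 0% = median of neutral control wells and 100% = median of 100 nM tunicamycin wells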
aDG glyco up = increases alpha dystroglycan glycosylation; activation, % at 10 µM; Pro5-aDG cells, alpha-DG glycosylation AlphaScreen (IIH6); 0% Pro5, 100% B10-LARGE cell signal; 0.22% of 360,000 active; AID 624168;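 active = activation of at least 8% versus controls, or a plate z-score of at least 8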;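 also: Pro5 are CHO cells carrying HIG-tagged alpha-DG that lacks glycosylation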
MC4R barr agon = human MC4R agonism via beta-arrestin; U2OS MC4R beta-arrestin complementation, luminescence; percent of melanotan II response, DMSO zero; P32245; activation, % at 8.9 µM; 0.98% of 360,000 active;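 active = activation above a per-plate cutoff, the mean activation of sample wells on that plate plus 3 SD, cut at about 8% in these data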
Target sequence (P32245 whole entry, looked up): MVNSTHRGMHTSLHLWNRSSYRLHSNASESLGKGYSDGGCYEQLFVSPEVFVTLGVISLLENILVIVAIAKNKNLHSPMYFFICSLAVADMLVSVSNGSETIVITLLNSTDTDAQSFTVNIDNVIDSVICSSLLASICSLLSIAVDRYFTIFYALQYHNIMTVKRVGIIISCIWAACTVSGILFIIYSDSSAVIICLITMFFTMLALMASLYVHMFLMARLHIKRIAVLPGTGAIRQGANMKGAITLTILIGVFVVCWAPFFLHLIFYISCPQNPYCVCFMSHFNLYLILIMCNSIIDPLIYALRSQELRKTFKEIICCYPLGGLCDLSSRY
Vif imaging = blocks HIV Vif function | HEK293T cells, Vif self-association by quenched fluorescence, imaging, 24 h | inhibition, % at 7.49 µM | 0.35% of 340,000 active; in the data active = inhibition above about 50%, passing the limit was not always enough; also: some results filed as inactive read as strong as hits
PDI inh = PDI (human) enzyme inhibition. P07237. inhibition, % at 10 µM. PDI insulin aggregation turbidity, A650, 90 min. 0.052% of 350,000 active;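 active = mean inhibition across replicates of 30% or more, whatever share of single replicates reach that level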;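 also: absorbance from insulin aggregation driven by PDI reduction with DTT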
MC4R antag cAMP = blocks human MC4R cAMP signaling. MC4R-expressing cells, MTII-stimulated cAMP, LANCE TR-FRET. inhibition, % at 6.5 µM. P32245. 0.48% of 360,000 active;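 active = inhibition above its plate's cutoff, the mean of tested wells on that plate plus 3 SD, cut at about 29% in these data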;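 also: 0% = Melanotan II alone and 100% = Melanotan II plus saturating MCL0020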
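Material: human MC4R-expressing U2OS cells. Probe or stimulus: Melanotan II challenge. Dosing: 6.5 µM single dose. Times: 30-min compound, 1-h challenge, 1-h detection, room temperature. Technique: TR-FRET with Eu-cAMP and labeled anti-cAMP, 671 nm. Replication: singlicate.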
CaV13 FRET inh = Primary screen for inhibitors of IQ motif and Ca2+-dependent inactivation inhibitor domain binding in CACNA1D, Förster resonance energy transfer in living cells, …; HEK cells, CFP/YFP FRET ICDI-IQ, plate reader, 10 min; percent FRET-ratio fall versus neutral wells; inhibition, % at 12.3 µM; 0.098% of 340,000 active; AID 743397;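 active = mean replicate inhibition of at least 30% and at least 1% of replicates passing that level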;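 also: 0% = median of the neutral control wells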
* hit, by the source's call; · = no result given.

SMILES	H9c2 protect	m5-HT2A agonist	ABCB6 inh 2	N-glyco inh	aDG glyco up	MC4R barr agon	Vif imaging	PDI inh	MC4R antag cAMP	CaV13 FRET inh
O=C(Cn1ccc2ccccc2c1=O)NCCC(=O)Nc1ccc2c(c1)OCCO2	-3.6	0.3	104.0	-3.1	0.0	-1.3	28.0	2.5	15.0	-5.9
COCCCN1C(=O)C(CC(=O)NC(c2ccccc2)c2ccccc2)CC(C(=O)N2CCCCCC2)=C1C (centres undefined)	·	2.6	102.0	·	-0.1	·	·	·	·	-10.0
NC(=O)C[n+]1ccc(/C=N/O)cc1	4.5	-0.4	104.0	-3.1	0.1	-3.6	-1.9	3.1	3.9	0.5
Cc1ccc(CNC(=O)C2CCC(=O)N2Cc2ccccc2Cl)cc1 (centres undefined)	1.3	6.4	98.0	0.6	0.1	-0.4	1.3	-9.5	12.2	-20.9
O=C(COC(=O)c1ccc(O)cc1)Nc1cc(S(=O)(=O)N2CCOCC2)ccc1Cl	7.2	-3.6	100.0	0.6	-0.2	1.6	-3.2	14.3	-4.7	-5.0
COc1ccc(S(=O)(=O)Nc2ccc(S(=O)(=O)N3CCCCC3)cc2)cc1OC	3.2	-4.7	100.0	2.1	1.1	-0.8	-4.5	6.0	4.9	-3.5
COc1ccc(C(=O)N2CCN(c3cccc(Cl)c3)CC2)c(OC)c1	1.6	-3.6	105.0	16.5	0.2	0.4	-16.3	9.6	7.4	0.0
CSCCC(NC(=O)c1ccco1)C(=O)NCC(c1ccccc1)N(C)C (centres undefined)	3.2	-7.4	90.0	-0.9	0.1	-1.3	-2.5	5.6	3.5	-5.6
CC(C#N)(NC(=O)CN1CCN(S(=O)(=O)c2cccc(F)c2)CC1)C1CC1 (centres undefined)	12.3	1.1	98.0	0.3	-0.2	-0.3	6.5	-4.0	-6.8	-11.7
C/C(=N\NC(=O)C1CC1)c1ccc(N2CCOCC2)cc1	-0.9	-0.6	98.0	2.9	-0.1	-0.5	2.1	2.3	-6.6	-1.7
COc1ccc(NC(=O)Cc2c(F)c(F)c(F)c(F)c2F)cc1OC	3.2	-2.7	93.0	-2.2	0.0	-1.0	3.9	-0.4	1.3	-1.9
CC(C)(C)OC(=O)CN1c2cccc3cccc(c23)S1(=O)=O	-4.6	-7.5	98.0	-3.2	0.1	-1.4	7.3	-4.5	-0.6	-3.2
Cc1ccc(NC(=O)COC(=O)c2ccc(S(=O)(=O)N3CCCCC3)cc2)cc1	0.8	1.7	101.0	1.2	-0.2	1.1	4.2	1.3	1.4	-1.7
COc1cc2c(cc1OC)C(c1ccc(Br)cc1)NCC2 (centres undefined)	-3.8	-1.6	96.0	-0.4	-0.1	-1.1	-0.1	0.3	3.3	-2.0
CC(Sc1nc2ccccc2c(=O)n1C)C(=O)Nc1ccc2c(c1)OCCO2 (centres undefined)	-25.3	0.8	100.0	5.5	1.6	-1.3	-6.3	11.7	3.4	-6.1
Cc1c(-c2nc(-c3ccncc3)no2)cccc1[N+](=O)[O-]	-3.6	-6.6	99.0	3.0	0.0	-0.1	1.9	-10.5	-0.7	-4.9
CCCCn1c(=N)n(CC(=O)O)c2ccccc21	14.4	0.6	88.0	3.0	0.4	-1.7	-5.7	5.1	1.2	-5.5
CCCSC1=C(C#N)C(c2ccc(OC)cc2)C2=C(CC(C)(C)CC2=O)N1 (centres undefined)	-10.9	-6.8	94.0	-3.1	0.1	-1.5	·	13.8	13.6	·
CCN(CC)S(=O)(=O)c1cccc(C(=O)OCC(=O)NC(C)c2ccccc2)c1 (centres undefined)	0.2	-3.7	103.0	-0.6	-0.1	-1.2	·	11.8	9.1	-4.0
CCCCN1Cc2cc(C(=O)c3cc(OC)ccc3O)cnc2NC1=O	0.9	-7.6	91.0	-0.2	0.2	-1.1	12.5	3.0	8.3	-4.0
O=C(COc1cccc(C(F)(F)F)c1)Nc1cccnc1	-2.6	2.0	98.0	1.8	0.0	-3.2	-10.3	-9.8	-4.6	-2.2
COc1ccc(N(CC(=O)NC2CCCCC2)C(=O)CNC(=O)c2ccco2)c(OC)c1	1.8	0.4	95.0	4.0	0.2	-0.6	10.5	0.5	7.3	-3.6
CCOC(=O)CCNCC1COc2ccccc2O1 (centres undefined)	6.8	-2.8	94.0	3.0	-0.1	-2.3	7.1	4.4	12.6	·
CC(C)CCN1C(Nc2ccccc2)=NC[C@@H]1C	-3.0	0.2	102.0	1.0	-0.1	-1.5	9.3	-8.8	-0.7	-8.7
C#CCOCCOCCOCCNc1nc(N2CCN(C(=O)Cn3cc(CCCCN)nn3)CC2)nc(N2CCN(C(=O)[C@H](CCCCN)n3cc(CCC(=O)O)nn3)CC2)n1	-0.6	0.8	99.0	-1.8	0.6	0.2	-2.7	-5.7	3.6	-8.5

The final 3 compounds of the section above come first, to join the parts:
SMILES	H9c2 protect	m5-HT2A agonist	ABCB6 inh 2	N-glyco inh	aDG glyco up	MC4R barr agon	Vif imaging	PDI inh	MC4R antag cAMP	CaV13 FRET inh
CCOC(=O)CCNCC1COc2ccccc2O1 (centres undefined)	6.8	-2.8	94.0	3.0	-0.1	-2.3	7.1	4.4	12.6	·
CC(C)CCN1C(Nc2ccccc2)=NC[C@@H]1C	-3.0	0.2	102.0	1.0	-0.1	-1.5	9.3	-8.8	-0.7	-8.7
C#CCOCCOCCOCCNc1nc(N2CCN(C(=O)Cn3cc(CCCCN)nn3)CC2)nc(N2CCN(C(=O)[C@H](CCCCN)n3cc(CCC(=O)O)nn3)CC2)n1	-0.6	0.8	99.0	-1.8	0.6	0.2	-2.7	-5.7	3.6	-8.5
COCCCNC(=O)CC(C)c1ccccc1 (centres undefined)	4.0	1.9	100.0	1.2	-0.3	-0.9	3.8	1.8	0.4	-16.8
COC(=O)Cn1cc(/C=N/NC(=O)COc2cccc3cccnc23)c2ccccc21	4.5	-0.5	92.0	0.5	-0.2	-1.8	-4.4	-1.2	-3.9	-5.4
CCCCCCC(=O)Nc1ccc(Br)cn1	-1.2	-6.3	96.0	0.8	-0.1	-1.4	1.1	0.9	7.7	-13.2
C=CC[C@H](CC(=O)NCCO)C(=O)NC[C@H](OC(=O)[C@@H](CC=C)Cc1ccc(F)cc1)c1ccccc1	17.6	4.6	93.0	1.9	3.4	1.1	1.6	9.1	-2.9	-10.2
CC(=O)c1cccc(NC(=O)c2ccc(OC3CSC3)cc2)c1	-19.4	2.2	89.0	2.4	-0.1	4.0	-2.4	5.6	2.6	-19.2
COc1ccc(CCNC(=O)CCCCC(=O)NCCc2ccc(OC)cc2)cc1	2.8	-1.4	96.0	1.1	-0.1	0.6	-4.0	-1.4	-2.1	-4.5
COc1ccc(CN(CC(=O)NC2CCCC2)C(=O)CN2C(=O)COc3ccccc32)cc1	6.9	7.6	101.0	-0.2	-0.1	-0.3	53.6*	13.3	2.6	-1.9
O=C(NC1=NCCS1)c1ccccc1F	-1.0	0.1	95.0	-1.0	0.0	-0.3	11.9	6.4	-0.8	-4.5
O=C(CN1C(=O)C2C3C=CC(C3)C2C1=O)Nc1nncs1 (centres undefined)	-0.9	0.0	244.0	1.7	-0.4	-0.3	6.2	-1.3	1.3	-5.0
CCOc1ncccc1C(=O)Nc1cccc(S(=O)(=O)N2CCOCC2)c1	-1.5	2.6	96.0	0.9	-0.3	-0.1	·	0.4	5.9	-4.9
CCOC(=O)c1cn(-c2ccc([N+](=O)[O-])cc2)c2cc(Cl)c([N+](=O)[O-])cc2c1=O	1.5	-0.2	98.0	2.5	0.4	2.6	-2.8	-0.8	0.9	-2.1
O=C(NCc1ccco1)C(=O)c1cn(CC(=O)N2CCCC2)c2ccccc12	2.9	8.6	104.0	-0.3	-0.1	-0.4	-0.5	2.6	9.8	-2.2
Cc1cc(C(=O)CSc2nnc(-c3ccc(Cl)cc3)n2CC2CCCO2)c(C)n1C (centres undefined)	-0.1	-1.6	98.0	-0.5	0.0	0.5	-23.0	-0.8	-2.5	-5.0
Cc1ccc(OCCCC(=O)Nc2nc3ccccc3[nH]2)cc1	14.2	5.1	91.0	-0.8	-0.1	4.8	-10.8	3.4	-5.4	3.0
O=S(=O)(NN=C1CCCCCC1)c1ccccc1	-1.3	2.4	102.0	0.1	0.0	-1.4	-1.7	1.1	10.5	-8.2
C[C@@H](O)C1NC(=O)[C@H](CCCCN)NC(=O)c2cc([N+](=O)[O-])cc(I)c2OCC[C@@H](C(N)=O)NC1=O (some centres undefined)	1.8	-4.3	90.0	-0.4	0.1	-2.3	11.8	-31.4	-5.3	-9.8
Cc1noc(COc2ccccc2OCC(N)=O)n1	3.0	4.3	94.0	0.8	-0.1	0.9	10.5	-8.0	1.2	-3.1
O=C(NCCc1ccccc1)C1CCC(=O)N1C1CCCC1 (centres undefined)	0.2	-0.6	98.0	-1.7	-0.1	-0.3	-9.5	-23.9	7.7	-5.7
COc1ccc(C2C(C(C)=O)=C(O)C(=O)N2c2ccc(C)cc2)cc1 (centres undefined)	4.3	-2.1	98.0	0.2	0.1	-0.6	-9.3	5.5	11.7	-2.4
COc1cccc(NC(=O)CCS(=O)(=O)c2ccc3c(c2)oc(=O)n3C)c1	6.3	0.9	103.0	0.5	-0.3	-1.7	-4.1	17.9	-3.5	-2.6
OCC(CO)(CO)NCc1ccc(-c2ccccc2)cc1	15.7	1.7	100.0	0.3	-0.3	-2.6	1.3	2.1	7.8	-4.2
O=C(C(=O)N1CC=C(c2ccccc2)CC1)c1c[nH]c2ccccc12	-6.1	-4.2	125.0	-0.1	-0.1	0.5	-9.5	-1.4	7.4	-15.1
COc1ccc(Cl)cc1C(=O)N1CCN(Cc2ccc3c(c2)OCO3)CC1	0.4	-2.8	98.0	-4.3	-0.1	-1.7	-5.5	-0.1	-0.1	-4.6
CCOC(=O)C1=C(COC(=O)CCOc2ccccc2)NC(=O)NC1C (centres undefined)	2.4	-5.9	100.0	-0.8	0.1	-0.2	9.8	-1.3	4.3	-4.7
CN(C)/C=N/c1c(C#N)cnn1C	-0.4	2.9	89.0	2.7	0.0	0.5	2.8	2.3	6.1	-1.8
O=C(COc1ccc(OCc2ccccc2)cc1)NC1CCOC1=O (centres undefined)	-21.6	-1.4	88.0	0.4	0.2	-1.1	5.0	6.1	12.3	-1.3
Nn1c(SCC(=O)Nc2ccc3c(c2)OCO3)nnc1-c1ccc(Cl)cc1	-5.8	4.5	97.0	5.1	-0.1	-0.4	-18.7	7.3	5.0	-5.9
CC1CC(=O)c2cc(-c3ccccc3)oc2C1 (centres undefined)	-3.0	2.2	99.0	-0.5	-0.2	-1.2	-3.9	-6.4	0.9	-7.8
CSCCC(NC(N)=O)C(=O)Nc1ccc(C)cc1 (centres undefined)	-1.6	-1.8	97.0	-0.1	-0.3	-3.8	-2.2	-0.7	7.5	5.2
COc1ccc2oc(C(=O)NC3(C)CCS(=O)(=O)C3)c(C)c2c1 (centres undefined)	4.2	-1.1	102.0	0.2	0.4	1.6	1.9	6.3	2.2	-16.9
